NALP1 inh: NALP1 inflammasome inhibitors in reconstituted yeast, colorimetric, S. cerevisiae, triplicate retest. S. cerevisiae NALP1/ASC/caspase-1 growth, X-gal OD620, 72 h. inhibition, % at 10 µM. 0.61% of 280,000 active. AID 2071, 2009; in the data active = inhibition mostly above about 24%, no sharp cut-off; inactive = mostly below about 32%; note: some compounds called inactive have numbers as strong as hits
MEKK3 PB1 HTS: modulators of MEKK3-MEK5 PB1 binding, primary screen, biochemical, wildtype MEKK3, multiplex bead flow cytometry, Alexa488-MEK5. bead-based flow cytometry, Alexa488-MEK5 binding to MEKK3; actives lie on both sides; 0 = blocked by unlabeled MEK5, 100 = vehicle. binding response (% of control), % at 10 µM. AID 1529, 2009. Mitogen-activated protein kinase kinase kinase 3 (Homo sapiens), Q99759. 1.4% of 290,000 active;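 active = binding response more than 3 SD above or below the average of its plate-row segment, actives on both sides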;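 note: Alexa488 bead fluorescence after subtracting the streptavidin-only scavenger bead signal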
Target sequence (Q99759 whole entry, looked up): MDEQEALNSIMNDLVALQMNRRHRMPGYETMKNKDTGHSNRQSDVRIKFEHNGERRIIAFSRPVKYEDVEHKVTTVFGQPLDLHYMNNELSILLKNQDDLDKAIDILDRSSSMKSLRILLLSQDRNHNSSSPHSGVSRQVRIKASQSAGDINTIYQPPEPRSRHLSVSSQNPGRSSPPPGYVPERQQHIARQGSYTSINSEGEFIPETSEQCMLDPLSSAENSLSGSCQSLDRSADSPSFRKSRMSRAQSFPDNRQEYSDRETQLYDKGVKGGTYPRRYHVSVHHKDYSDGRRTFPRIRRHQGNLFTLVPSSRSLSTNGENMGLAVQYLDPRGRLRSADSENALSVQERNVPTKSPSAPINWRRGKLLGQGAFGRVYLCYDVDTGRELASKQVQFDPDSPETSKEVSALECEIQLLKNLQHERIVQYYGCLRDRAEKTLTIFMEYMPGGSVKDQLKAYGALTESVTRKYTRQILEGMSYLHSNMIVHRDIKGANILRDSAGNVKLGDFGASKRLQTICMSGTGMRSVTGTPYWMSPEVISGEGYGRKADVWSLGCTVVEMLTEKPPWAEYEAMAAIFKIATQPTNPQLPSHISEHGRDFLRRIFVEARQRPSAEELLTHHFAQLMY
SUMO HTRF inh: inhibitors of in vitro SUMOylation cascade, primary screen, biochemical, HTRF, uHTS | SUMO-conjugating enzyme UBC9 (Homo sapiens), P63279 | inhibition, % at 35 µM | AID 2006, 2009 | HTRF SUMOylation assay, SAE1/SAE2 + UBC9 | 0.36% of 290,000 active; in the data active = inhibition above about 50%, passing the limit was not always enough; note: strong numbers were not always called active
Target sequence (P63279 whole entry, looked up): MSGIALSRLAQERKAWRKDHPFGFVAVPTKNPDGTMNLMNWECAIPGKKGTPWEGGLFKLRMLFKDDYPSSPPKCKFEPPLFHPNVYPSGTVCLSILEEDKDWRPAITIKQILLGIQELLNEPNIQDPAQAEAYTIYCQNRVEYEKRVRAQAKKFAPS
IDE inh: human IDE inhibitors in live cells, primary screen, fluorescence polarization, HEK cells, FAbetaB substrate | Insulin-degrading enzyme (Homo sapiens), P14735 | FAbetaB cleavage | inhibition, % at 5.59 µM | 0.41% of 320,000 active;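 active = percent inhibition above the average of all tested compounds plus 3 SD, set per screening campaign, cut at about 16% in these data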;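 note: IDE supplied by intact live HEK cells; FP after avidin binding of uncleaved biotin substrate so inhibition keeps polarization high; 0% = DMSO wells and 100% = 60 µM reference IDE inhibitor Ii1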
PfM18AAP inh: PfM18AAP inhibitors, malaria aminopeptidase, primary screen, biochemical, QFRET, recombinant enzyme | M18 aspartyl aminopeptidase (Plasmodium falciparum 3D7) | H-Glu-NHMec fluorogenic cleavage | inhibition, % at 7.35 µM | 1.2% of 290,000 active | AID 1822, 2009;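 active = inhibition above the campaign mean inhibition over all tested compounds plus 3 SD, cut at about 28% in these data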;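 note: 0% = plate median of test compound wells and 100% = 2 mM ZnCl2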
pCIP destab: p/CIP-EGFP fusion destabilizers, primary screen, fluorescence, F442A cells; 16 h; 0.01% of 290,000 active; decrease of EGFP signal, % at 10 µM;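 active = EGFP signal decrease of at least 30% at 10 µM or well 3 SD below plate mean, unless failing retest; inactive = the rest, including hits failing retest or dose response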; note: some compounds called inactive have numbers as strong as hits; many of its hits are not listed in these tables
MEKK2wt PB1 HTS: modulators of MEK5 binding to wildtype MEKK2, primary screen, biochemical, multiplex bead flow cytometry, Alexa488-MEK5; 1.1% of 290,000 active; Alexa488-MEK5 binding to MEKK2 WT; actives lie on both sides; binding response (% of control), % at 10 µM; AID 1531, 2009; in the data active = binding response below about 67% or above about 130%
MEKK2 mut-MEK5: MEK5 binding signal on mutant MEKK2 PB1, primary screen, biochemical, multiplex bead flow cytometry, Alexa488-MEK5 | AID 1530, 2009 | Alexa488-MEK5 binding to MEKK2 mutant | 0.35% of 290,000 active | percent response, % at 10 µM; in the data active = percent response above about 24%, passing the limit was not always enough; note: inactives centre near 1; some results filed as inactive read as strong as hits; reference of the scale not given here
IDE cell activ: human IDE activators in live cells, primary screen, fluorescence polarization, HEK cells, FAbeta-B substrate; 0.073% of 340,000 active; activation, % at 5.96 µM; FAbeta-B cleavage; 0% vehicle, 100% cell-free pure enzyme wells; Insulin-degrading enzyme (Homo sapiens), P14735;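 active = activation above the mean of all tested compounds plus 3 SD, set per screening campaign, cut at about 17% in these data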
* marks the source's active call; other numbers are inactive results. Some of the compounds tested; count on the stated rates, not on these rows.

What do the screens show for `O=C(OCCCOC(=O)c1ccccc1O)c1ccccc1O`?
NALP1 inh: 10; MEKK3 PB1 HTS: 107; SUMO HTRF inh: -1; IDE inh: 0; PfM18AAP inh: -1; pCIP destab: -6; MEKK2wt PB1 HTS: 114; MEKK2 mut-MEK5: 10

What do the screens show for `Cc1nn(-c2ccccc2)c2nc3c(cc12)C(=O)CCC3`?
NALP1 inh: 5; MEKK3 PB1 HTS: 92; SUMO HTRF inh: 12; IDE inh: 2; PfM18AAP inh: -2; pCIP destab: -9; MEKK2wt PB1 HTS: 104; MEKK2 mut-MEK5: 6; IDE cell activ: 1

Results for Cc1nn(CCOc2ccc(Br)cc2)c(C)c1[N+](=O)[O-] ?
NALP1 inh: 12; MEKK3 PB1 HTS: 93; SUMO HTRF inh: -12; IDE inh: 2; PfM18AAP inh: 0; pCIP destab: 10; MEKK2wt PB1 HTS: 100; MEKK2 mut-MEK5: 0; IDE cell activ: 4

Results for O=c1c2c3c(sc2nc(NCCO)n1CCc1ccccc1)CCCCC3 ?
NALP1 inh: 33; MEKK3 PB1 HTS: 86; SUMO HTRF inh: -8; IDE inh: 9; PfM18AAP inh: 23; pCIP destab: 5; MEKK2wt PB1 HTS: 98; MEKK2 mut-MEK5: -1; IDE cell activ: 3

How did Cn1c(SCC(=O)Nc2ccccc2F)nnc1-c1ccc(S(=O)(=O)N2CCOCC2)cc1 do in these assays?
NALP1 inh: 12; MEKK3 PB1 HTS: 102; SUMO HTRF inh: 20; IDE inh: 1; PfM18AAP inh: -5; pCIP destab: -14; MEKK2wt PB1 HTS: 103; MEKK2 mut-MEK5: 0; IDE cell activ: 1

Results for O=C(O)CCCCCN1C(=O)/C(=C\c2ccncc2)SC1=S ?
NALP1 inh: 8; MEKK3 PB1 HTS: 96; SUMO HTRF inh: -12; IDE inh: 4; PfM18AAP inh: -24; pCIP destab: 1; MEKK2wt PB1 HTS: 90; MEKK2 mut-MEK5: -2; IDE cell activ: -2

What do the screens show for `C=C(C)CN1C(=O)C(=O)N(CC(=C)C)C1=O`?
NALP1 inh: 4; MEKK3 PB1 HTS: 99; SUMO HTRF inh: 6; IDE inh: -5; PfM18AAP inh: -2; pCIP destab: -3; MEKK2wt PB1 HTS: 98; MEKK2 mut-MEK5: -2

Results for CCCCC1=CC2=CC(=O)C(C)(OC(=O)c3ccc(Cl)nc3)C(=O)C2=CO1 (stereo not given) ?
MEKK3 PB1 HTS: 97; IDE inh: -1; MEKK2wt PB1 HTS: 90; MEKK2 mut-MEK5: -2

How did COc1ccc(CC(=O)OCC(=O)Nc2cccc(Cl)c2)cc1 do in these assays?
NALP1 inh: 13; MEKK3 PB1 HTS: 102; SUMO HTRF inh: -5; IDE inh: -1; PfM18AAP inh: -2; pCIP destab: 20; MEKK2wt PB1 HTS: 94; MEKK2 mut-MEK5: -4; IDE cell activ: 5

Results for CC12CN3CCN(CC(C3)C1(O)CN1CCCCC1)C2 (stereo not given) ?
NALP1 inh: 19; MEKK3 PB1 HTS: 97; SUMO HTRF inh: 4; IDE inh: -3; PfM18AAP inh: -16; pCIP destab: -7; MEKK2wt PB1 HTS: 98; MEKK2 mut-MEK5: 0; IDE cell activ: 5

What do the screens show for `O=c1[nH]n(-c2ncnc3c2cnn3-c2ccccc2)c(=O)c2ccccc12`?
NALP1 inh: -9; MEKK3 PB1 HTS: 96; SUMO HTRF inh: -3; IDE inh: -1; PfM18AAP inh: 22; pCIP destab: -9; MEKK2wt PB1 HTS: 101; MEKK2 mut-MEK5: -1; IDE cell activ: 5

What do the screens show for `CC(NC(=O)[C@@H](NC(=O)[C@@H]1Cc2ccccc2CN1)C(C)C)c1ccccc1` (stereo not given in full)?
NALP1 inh: 6; MEKK3 PB1 HTS: 99; SUMO HTRF inh: 8; IDE inh: 5; PfM18AAP inh: 8; pCIP destab: -11; MEKK2wt PB1 HTS: 99; MEKK2 mut-MEK5: 6; IDE cell activ: -1

What do the screens show for `Cc1cc(C)nc(SCc2n[nH]c(=S)n2C)n1`?
NALP1 inh: -2; MEKK3 PB1 HTS: 93; SUMO HTRF inh: 7; IDE inh: -5; PfM18AAP inh: 0; pCIP destab: -10; MEKK2wt PB1 HTS: 108; MEKK2 mut-MEK5: 5; IDE cell activ: -1

How did CCOc1ccccc1Oc1coc2cc(O)ccc2c1=O do in these assays?
NALP1 inh: -2; MEKK3 PB1 HTS: 107; SUMO HTRF inh: 20; IDE inh: -2; PfM18AAP inh: -1; pCIP destab: -4; MEKK2wt PB1 HTS: 107; MEKK2 mut-MEK5: 6; IDE cell activ: 0

Results for CCC(=O)N1CCc2cc(-c3csc(NC(=O)c4ccco4)n3)ccc21 ?
NALP1 inh: 11; MEKK3 PB1 HTS: 99; SUMO HTRF inh: -32; IDE inh: 2; PfM18AAP inh: -6; pCIP destab: -14; MEKK2wt PB1 HTS: 96; MEKK2 mut-MEK5: 4; IDE cell activ: -2

How did CC1CC(=O)Nc2ccccc2N1S(=O)(=O)c1cccc(Cl)c1 (stereo not given) do in these assays?
NALP1 inh: 25; MEKK3 PB1 HTS: 90; SUMO HTRF inh: -13; IDE inh: 4; PfM18AAP inh: 1; pCIP destab: 5; MEKK2wt PB1 HTS: 97; MEKK2 mut-MEK5: -1; IDE cell activ: -1

How did COC(CNC(=O)c1ccc2c(=O)n(Cc3ccc4c(c3)OCO4)c(=S)[nH]c2c1)OC do in these assays?
NALP1 inh: 21; MEKK3 PB1 HTS: 99; SUMO HTRF inh: 48; PfM18AAP inh: 11; pCIP destab: -1; MEKK2wt PB1 HTS: 98; MEKK2 mut-MEK5: -7; IDE cell activ: 2

Results for CN(C)[C@H]1N(C(=O)c2ccc(Br)cc2)N=C2c3ccccc3S(=O)(=O)N21 ?
NALP1 inh: -8; MEKK3 PB1 HTS: 96; SUMO HTRF inh: 8; IDE inh: 6; PfM18AAP inh: -3; pCIP destab: 1; MEKK2wt PB1 HTS: 94; MEKK2 mut-MEK5: -2; IDE cell activ: 2

Results for CC(Nc1nc2ccccc2n2cnnc12)c1ccccc1 (stereo not given) ?
NALP1 inh: -8; MEKK3 PB1 HTS: 101; SUMO HTRF inh: 4; IDE inh: 3; PfM18AAP inh: 2; pCIP destab: -10; MEKK2wt PB1 HTS: 96; MEKK2 mut-MEK5: 0; IDE cell activ: 7

How did O=C(Nc1ccc(-c2n[nH]c(=S)o2)cc1)c1ccccc1Br do in these assays?
NALP1 inh: -10; MEKK3 PB1 HTS: 106; SUMO HTRF inh: -5; IDE inh: 1; PfM18AAP inh: 2; pCIP destab: 5; MEKK2wt PB1 HTS: 116; MEKK2 mut-MEK5: 12; IDE cell activ: 2

Results for COC(=O)C1=C(C)NC(=S)NC1c1ccc(-c2cc(Cl)ccc2Cl)o1 (stereo not given) ?
MEKK3 PB1 HTS: 112; SUMO HTRF inh: 23; IDE inh: 2; PfM18AAP inh: 36*; pCIP destab: -20; MEKK2wt PB1 HTS: 92; MEKK2 mut-MEK5: 0; IDE cell activ: 3

Results for O=C(Cn1cnc2c(cnn2-c2ccccc2)c1=O)N1CCCc2ccccc21 ?
NALP1 inh: -5; MEKK3 PB1 HTS: 109; SUMO HTRF inh: 10; IDE inh: -1; PfM18AAP inh: -5; pCIP destab: -18; MEKK2wt PB1 HTS: 106; MEKK2 mut-MEK5: 2; IDE cell activ: 1

Results for COc1cc(/C=C2/S/C(=N/S(=O)(=O)Cc3ccccc3)NC2=O)c([N+](=O)[O-])cc1OC ?
NALP1 inh: 1; MEKK3 PB1 HTS: 97; SUMO HTRF inh: 25; IDE inh: -1; PfM18AAP inh: 10; pCIP destab: -24; MEKK2wt PB1 HTS: 101; MEKK2 mut-MEK5: 0; IDE cell activ: 1

What do the screens show for `Cc1ccnc2ccc(P(=O)(c3ccccc3)c3ccccc3)cc12`?
NALP1 inh: 7; MEKK3 PB1 HTS: 105; SUMO HTRF inh: 6; PfM18AAP inh: 6; pCIP destab: 2; MEKK2wt PB1 HTS: 101; MEKK2 mut-MEK5: 4

How did Cc1nnc2n(c1=O)C(CS(=O)(=O)c1ccccc1)CS2 (stereo not given) do in these assays?
NALP1 inh: -23; MEKK3 PB1 HTS: 96; SUMO HTRF inh: 13; IDE inh: 0; PfM18AAP inh: -9; pCIP destab: -13; MEKK2wt PB1 HTS: 94; MEKK2 mut-MEK5: -3; IDE cell activ: -1

Results for CCOCCn1c(CN2CCCC(C)C2)nc2c1c(=O)n(C)c(=O)n2C (stereo not given) ?
NALP1 inh: 7; MEKK3 PB1 HTS: 107; SUMO HTRF inh: 8; IDE inh: 1; pCIP destab: 2; MEKK2wt PB1 HTS: 103; MEKK2 mut-MEK5: 4; IDE cell activ: 3

Results for Cc1cc(NCc2cccnc2)no1 ?
NALP1 inh: 22; MEKK3 PB1 HTS: 64; SUMO HTRF inh: 4; IDE inh: 3; PfM18AAP inh: -4; pCIP destab: -4; MEKK2wt PB1 HTS: 70; MEKK2 mut-MEK5: -32; IDE cell activ: 5

How did Cc1cccc(NC(=O)CSc2nnc(-c3ccco3)c(-c3ccco3)n2)c1 do in these assays?
NALP1 inh: 1; MEKK3 PB1 HTS: 97; SUMO HTRF inh: 46; PfM18AAP inh: 13; pCIP destab: -5; MEKK2wt PB1 HTS: 78; MEKK2 mut-MEK5: -9; IDE cell activ: -5

What do the screens show for `C=CCOc1cccc(C2c3c(oc4ccc(F)cc4c3=O)C(=O)N2CCCN2CCOCC2)c1` (stereo not given)?
NALP1 inh: -34; MEKK3 PB1 HTS: 83; SUMO HTRF inh: 0; IDE inh: 2; pCIP destab: 0; MEKK2wt PB1 HTS: 83; MEKK2 mut-MEK5: 7; IDE cell activ: -2

Results for Cc1ccc(C)c(C(C)NC(=O)Cc2cccs2)c1 (stereo not given) ?
NALP1 inh: 5; MEKK3 PB1 HTS: 100; SUMO HTRF inh: -14; IDE inh: 5; PfM18AAP inh: -3; pCIP destab: -2; MEKK2wt PB1 HTS: 101; MEKK2 mut-MEK5: -2; IDE cell activ: -3

What do the screens show for `O=C(CSCc1c(Cl)cccc1Cl)Nc1cccnc1`?
NALP1 inh: 8; MEKK3 PB1 HTS: 98; SUMO HTRF inh: 10; IDE inh: 1; PfM18AAP inh: -13; pCIP destab: -1; MEKK2wt PB1 HTS: 101; MEKK2 mut-MEK5: -1; IDE cell activ: -7

What do the screens show for `CCCCOc1ccc(/C=c2\sc3ncnn3c2=O)cc1`?
NALP1 inh: 12; MEKK3 PB1 HTS: 100; SUMO HTRF inh: 10; IDE inh: 0; PfM18AAP inh: 76*; pCIP destab: 11; MEKK2wt PB1 HTS: 99; MEKK2 mut-MEK5: 3; IDE cell activ: 4

How did CCN=C1SCC(=O)N1c1ccc(OC)cc1 do in these assays?
NALP1 inh: 29; MEKK3 PB1 HTS: 100; SUMO HTRF inh: -6; IDE inh: 3; PfM18AAP inh: -1; pCIP destab: -14; MEKK2wt PB1 HTS: 100; MEKK2 mut-MEK5: -1; IDE cell activ: 2

Source: PubChem
